N370S GC mod = N370S glucocerebrosidase modulation, Gaucher chaperone candidate; Potency, µM (doses to about 59.4 µM), inactives show at the highest dose activity change, negative = inhibition, actives largely listed as inhibitors; 330,000 tested, 0.092% active; AID 2101; P04062; N370S GC spleen homogenate, 4MU-glucoside fluorescence;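 note: 0% = full enzyme activity and -100% = no enzyme basal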
TDP1 inh = inhibitors of human tyrosyl-DNA phosphodiesterase TDP1; Q9NUW8; recombinant TDP1, AlphaScreen DNA substrate cleavage; Potency, µM (highest dose often 130 µM), for the others: top-dose activity change, negative = inhibition, usual class: inhibitors; 350,000 tested, 0.28% active; AID 485290; note: nearly all actives have a fitted effect of over 40% in size
Target sequence (Q9NUW8 whole entry, looked up): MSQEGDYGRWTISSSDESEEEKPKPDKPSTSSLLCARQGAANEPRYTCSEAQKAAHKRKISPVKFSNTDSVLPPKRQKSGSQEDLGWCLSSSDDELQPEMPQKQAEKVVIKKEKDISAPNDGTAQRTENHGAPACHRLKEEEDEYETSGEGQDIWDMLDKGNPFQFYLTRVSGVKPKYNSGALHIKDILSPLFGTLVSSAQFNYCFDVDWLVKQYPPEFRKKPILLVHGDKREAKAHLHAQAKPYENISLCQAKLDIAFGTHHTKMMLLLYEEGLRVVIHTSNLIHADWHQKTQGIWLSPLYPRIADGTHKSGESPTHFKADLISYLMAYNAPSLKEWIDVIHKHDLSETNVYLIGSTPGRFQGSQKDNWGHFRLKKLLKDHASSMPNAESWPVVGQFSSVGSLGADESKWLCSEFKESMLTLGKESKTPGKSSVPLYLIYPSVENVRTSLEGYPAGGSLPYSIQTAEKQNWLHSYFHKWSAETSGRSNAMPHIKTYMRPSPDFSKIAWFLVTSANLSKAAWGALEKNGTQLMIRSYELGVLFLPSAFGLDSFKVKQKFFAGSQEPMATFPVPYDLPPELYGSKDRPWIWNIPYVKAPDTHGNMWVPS
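Enzyme-compound mixtures sat 15 min at room temperature, followed by a 5 min reaction with 15 nM final substrate and 10 min with AlphaScreen beads. Recombinant human Tdp1 was used at 1 nM final.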
FEN1 inh = inhibitors of human flap endonuclease 1 | Potency, µM (series often up to 114 µM), inactives show top-dose activity change, negative = inhibition, hits mostly inhibitors | 390,000 tested, 0.35% active | Recombinant FEN1 flap cleavage, fluorescence, 15 min | AID 588795 | P39748; note: nearly all actives have a fitted effect of over 65% in size
Target sequence (P39748 whole entry, looked up): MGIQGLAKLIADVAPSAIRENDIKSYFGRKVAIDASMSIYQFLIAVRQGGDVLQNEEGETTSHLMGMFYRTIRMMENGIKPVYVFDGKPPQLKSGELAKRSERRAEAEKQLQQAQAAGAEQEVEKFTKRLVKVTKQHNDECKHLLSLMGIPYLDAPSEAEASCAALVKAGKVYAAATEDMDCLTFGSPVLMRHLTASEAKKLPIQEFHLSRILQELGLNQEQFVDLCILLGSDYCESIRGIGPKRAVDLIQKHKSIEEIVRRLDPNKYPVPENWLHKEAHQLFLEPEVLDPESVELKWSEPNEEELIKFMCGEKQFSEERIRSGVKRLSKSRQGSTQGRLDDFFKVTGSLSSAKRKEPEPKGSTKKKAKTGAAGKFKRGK
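In this screen, 50 nM flap DNA substrate was added to 10 nM FEN1 pretreated with compound for 15 min at room temperature; cleavage was followed with reads at 0 and 15 min, and Hill fitting gave concentration–response parameters.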
An asterisk follows results filed as active; ? = inconclusive; . = no result given; & = joins results of further samples; [ ] = another dose, or the depositor's remark. Calls come from the whole dose curve; as a rule, active = well fitted curve in the direction sought with a large enough effect; inconclusive = small, poorly fitted or top-dose-only effect, or another doubt; inactive = no such curve, though single readings can be large; an effect the other way counts as inactive or inconclusive. Unless noted, % is set by controls: 0 for no effect and ±100 for the full control effect; potency is the fitted concentration of half-maximal effect.

SMILES | N370S GC mod | TDP1 inh | FEN1 inh
O=C1c2ccccc2C(Nc2ccc3nc(-c4cccnc4)[nH]c3c2)N1Cc1ccco1 (stereo not given) | 6% | 5% | ?
Cc1sc2ncnc(SCC(=O)N3CCCC(C(N)=O)C3)c2c1C (stereo not given) | -1% | -7% | 2%
CCOC(=O)CN(C(=O)CSc1nnc(Cc2ccccc2)n1-c1ccc(C)cc1)c1ccccc1 | -2% | 8% | 2%
C[C@H](Cc1ccccc1)Nc1ncnc2c1ncn2[C@@H]1O[C@H](CO)[C@@H](O)[C@H]1O | -2%&-4% | 7% | 15%
Cn1cc(/C=N/NC(=O)c2ccccc2O)c2ccccc21 | 4% | 4% | -13%
COc1ccc(S(=O)(=O)c2c(O)c3ccc(C(=O)Nc4cccc(F)c4)cc3[nH]c2=O)cc1 | -18% | 4% | -21%
CN(Cc1nc(CCc2ccccc2)no1)Cc1cccs1 | 2% | . | -6%
CCC(CC)C(=O)c1c[nH]c(C(=O)NCc2ccccn2)c1 | -3% | 6% | 36%
Cc1cc(=O)c2c([nH]1)c(C)cc1[nH]c(C)c(C)c12 | . | 14% | 13%
Cc1c(C)c2c(c(C)c1OC(=O)c1cccnc1)CC[C@@](C)(CCC[C@H](C)CCC[C@H](C)CCCC(C)C)O2 | -11% | 2%&2% | .
Cc1ccc(/C=C/C(=O)NC(C)c2ccccc2)cc1 (stereo not given) | 5% | 0% | -10%
Cc1cc(C(c2nnnn2Cc2ccccc2)N2CCOCC2)c(C)n1-c1ccc2c(c1)OCO2 (stereo not given) | -8% | 7% | -12%
COc1ccc(NC(=O)C(CC(=O)O)Cc2ccccc2)cc1 (stereo not given) | -15% | 8% | -7%
O=C1CCC/C(=N\NC(=O)c2ccc(COc3ccccc3-c3ccccc3)cc2)C1 | -15% | 2% | ?
Cc1ccc(-n2nc3cc(C)c(NC(=O)c4ccc(-c5ccccc5)o4)cc3n2)cc1 | . | 1%[2.28 µM] | -15%
Cc1oc2ncnc(N3CCCCC3)c2c1C(=O)Nc1cccc(F)c1 | . | -1% | 13%
Cc1cnc(=O)[nH]c1SCc1ccccc1F | 2% | 7% | -9%
Clc1cccc(CN2C3=NCCCN3c3ccccc32)c1 | -6% | . | 14%
O=c1[nH][nH]c2ccccc2c1=O | 5% | -12% | -3%
CN(C(=O)CO/N=C/c1ccc(Cl)cc1)c1ccccc1 | -8% | 5% | 0%

Some of these compounds in order of their number in TDP1 inh, falling.
Structure | N370S GC mod | TDP1 inh | FEN1 inh
Cc1cc(=O)c2c([nH]1)c(C)cc1[nH]c(C)c(C)c12 | . | 14% | 13%
CCC(CC)C(=O)c1c[nH]c(C(=O)NCc2ccccn2)c1 | -3% | 6% | 36%
Cc1ccc(/C=C/C(=O)NC(C)c2ccccc2)cc1 (stereo not given) | 5% | 0% | -10%
Cc1oc2ncnc(N3CCCCC3)c2c1C(=O)Nc1cccc(F)c1 | . | -1% | 13%
Cc1sc2ncnc(SCC(=O)N3CCCC(C(N)=O)C3)c2c1C (stereo not given) | -1% | -7% | 2%
O=c1[nH][nH]c2ccccc2c1=O | 5% | -12% | -3%

Part of the list above in order of length of the SMILES, descending.
SMILES | N370S GC mod | TDP1 inh | FEN1 inh
COc1ccc(NC(=O)C(CC(=O)O)Cc2ccccc2)cc1 (stereo not given) | -15% | 8% | -7%
CN(C(=O)CO/N=C/c1ccc(Cl)cc1)c1ccccc1 | -8% | 5% | 0%
CN(Cc1nc(CCc2ccccc2)no1)Cc1cccs1 | 2% | . | -6%

Back to the main list, starting 2 compounds before the break.
SMILES | N370S GC mod | TDP1 inh | FEN1 inh
O=c1[nH][nH]c2ccccc2c1=O | 5% | -12% | -3%
CN(C(=O)CO/N=C/c1ccc(Cl)cc1)c1ccccc1 | -8% | 5% | 0%
COc1ccccc1NC(=O)CSc1nnc(NC(=O)C2CC2)s1 | -2% | 0% | -2%
CCOc1cc2c(cc1OCC)C(CC(=O)O)N(C(=O)Nc1ccc(Br)c(C)c1)CC2 (stereo not given) | . | 1% | 3%
Cc1cc(F)c(F)c(C(=O)N2CCOCC2)c1Cl | -3% | 3%[56.1 µM] | 5%
CCS(=O)(=O)Nc1c(C(=O)OC)[nH]c2ccccc12 | -4% | 5% | -8%
CC(C)C(NC(=O)c1ccco1)C(=O)NCc1ccc(C(=O)O)cc1 (stereo not given) | ? | . | 2%
O=C(Nc1ccc(F)cc1F)c1ccc2ncsc2c1 | -10% | 1% | -1%
Cc1ccc(S(=O)(=O)N(C)c2nc3ccccc3[nH]c2=S)cc1 | 10% | . | 4%
COC(=O)CSc1nnc(CNS(=O)(=O)c2ccc(C)cc2)n1C | -9% | 3% | -2%
CCSc1nc2sc3c(c2c(=O)[nH]1)CC(C)(C)OC3 | -1% | 3% | -3%
CC(=O)OCOC(c1ccc2ccccc2c1)P(=O)(OCOC(C)=O)OCOC(C)=O (stereo not given) | 6% | 9% | .
COC(CNC(=O)C1CCCN(S(=O)(=O)c2ccc3c(c2)oc(=O)n3C)C1)OC (stereo not given) | -19% | 1% | -9%
Cc1ccc(NC(=O)c2cc(NC(=O)CCC(=O)O)ccc2N2CCCCC2)cc1 | -8% | 2% | 5%
CC1Cc2ccccc2N1C(=O)Cn1c(=O)oc2cc(S(=O)(=O)NC3CCCC3)ccc21 (stereo not given) | -6% | 3% | 1%
CCc1nc(SCC(=O)NCCc2ccccc2)n[nH]1 | -1% | 5% | -3%
CCCc1cc(=O)[nH]c(SCC(=O)Nc2c(C)cccc2C)n1 | 5% | 2% | 7%
CCOC(=O)C1CCCN(C(=O)c2cc(-c3ccccc3)nc3ccccc23)C1 (stereo not given) | -1% | -4% | -2%
CCC(C)NC(=O)Cn1c(=O)n(CCCC(=O)NCc2ccc(C)cc2)c(=O)c2ccccc21 (stereo not given) | . | -2%[12.3 µM] | -3%
CCOC(=O)c1c(N)sc(=S)c2c1CCC2 | -9% | . | -19%
COC(=O)c1ccc(NC(=O)CCOc2ccccc2)cc1 | -13% | 0% | 16%&11%
COc1cc(/C=N/NC(=O)c2cccnc2)ccc1OS(=O)(=O)c1ccc(F)cc1 | -14% | 3% | 6%
CC1Cc2ccccc2N1C(=O)CN(C)CC(=O)Nc1ccc(OC(F)(F)F)cc1 (stereo not given) | . | -4% | -30%
COC(=O)N/N=C/c1cn(Cc2ccccc2F)c2ccccc12 | -4% | 3% | -8%
COc1cc(CNCCc2ccc(S(N)(=O)=O)cc2)ccc1OCC(=O)NC(C)(C)C | -25% | 4% | -9%
COc1ccc(C)cc1-n1nnnc1SCC(=O)c1cc(C)n(Cc2ccco2)c1C | -7% | 8% | 9%
Cc1ccc2c(=O)cc(C(=O)Nc3ccc(S(=O)(=O)N(C)c4ccccc4)cc3)oc2c1C | . | 2% | ?
O=C(CCN1CCN(S(=O)(=O)c2ccc(Br)cc2)CC1)Nc1ccccc1F | 18% | 0% | 4%
CCn1c(SCC(=O)OC)nnc1C1CCCCC1 | 0% | -8% | -2%
CN(CCC#N)CC(=O)Nc1ccc(S(N)(=O)=O)cc1 | -9% | -3% | 0%
O=C(CC(=O)N/N=C\c1ccc(F)cc1)NCCc1ccccc1 | 6% | 6% | 4%
CC(C)(C)C(=O)N1CCN(c2ccc(NC(=O)c3ccco3)cc2)CC1 | -9% | . | -15%
Nc1c(C(=O)NCc2ccc(Cl)cc2)sc2nc3c(c(C(F)(F)F)c12)CCC3 | -2% | -1% | -8%
CCCN1CCN(CCCNC(=O)c2ccc3c(c2)sc2nc(-c4ccc(C)cc4)cn23)CC1 | . | 4% | -5%
COCCCNC(=O)c1ccc(NS(C)(=O)=O)cc1 | -4% | 5% | -8%
Cn1nc(C(C)(C)C)cc1NC(=O)Nc1cc(Cl)cc(Cl)c1 | -4% | 6% | -22%
CCN(Cc1ccccc1)S(=O)(=O)c1cc(C(=O)Nc2cc(Cl)cc(Cl)c2)ccc1F | . | 5% | -7%
O=[N+]([O-])c1cnn(-c2nc(-c3cccs3)cc(C(F)(F)F)n2)c1 | 1% | 9% | 0%
CC1CCCN(c2oc(-c3cccc4ccccc34)nc2C#N)C1 (stereo not given) | 9% | 1% | -8%
Cc1ccc(S(=O)(=O)N(C)C)cc1NC(=S)N1CCc2ccccc21 | 0% | 0% | 0%
CC(C)c1nc(SCC(=O)NCC2CCCO2)c2c(=O)n(C)c(=O)n(C)c2n1 (stereo not given) | -20% | 3% | 9%
COc1ccc(C2=C(C)C(=O)N(Cc3ccc(C(=O)NC(C)c4ccccc4)cc3)S2(=O)=O)cc1 (stereo not given) | . | 5% | 1%

2 compounds drawn at random from the list so far:
SMILES | N370S GC mod | TDP1 inh | FEN1 inh
Nc1c(C(=O)NCc2ccc(Cl)cc2)sc2nc3c(c(C(F)(F)F)c12)CCC3 | -2% | -1% | -8%
COCCCNC(=O)c1ccc(NS(C)(=O)=O)cc1 | -4% | 5% | -8%

The list continues.
SMILES | N370S GC mod | TDP1 inh | FEN1 inh
Cc1nnc(SCc2cc(=O)[nH]c(/N=C(\N)Nc3ccccc3)n2)s1 | 1% | . | 10%
Cn1cnnc1Sc1ccc(C(F)(F)F)cc1[N+](=O)[O-] | -20% | 0% | 0%
CCn1nc(NC(=O)c2ccncc2)c2cc3cc(C)ccc3nc21 | 5% | -4% | 6%
CC1C=CCC2C(=O)N(c3cc(Cl)ccc3O)C(=O)C12 (stereo not given) | -2% | 0% | 0%
CCN(CC)CCn1c2c(c(SCC(=O)Nc3cccc4ccccc34)nc1=O)CCCC2 | -18% | . | -1%
COc1cccc(CN2CCN(C(=O)CCc3nnc(C4CCCCC4)o3)CC2=O)c1 | 3% | . | 22%
O=C(N=C1SC2CS(=O)(=O)CC2N1Cc1ccccc1)C1CCCCC1 (stereo not given) | -8% | 2% | 3%
CN1C(=O)C2(SCC(=O)N2c2ccc(Cl)cc2)c2ccccc21 (stereo not given) | . | -1% | 4%
Cc1c(CCC(=O)O)c(=O)oc2c(C)c(OCc3ccccc3Cl)ccc12 | -6% | . | -3%
c1ccc(-c2ccccc2OCCCCN2CCCCCC2)cc1 | -25% | -11% | 1%
Cc1ccc(S(=O)(=O)/N=C2/NC(=O)/C(=C\c3ccco3)S2)cc1 | 32% | -4% | 4%
CCN(CC)C(=O)N1c2ccccc2C=Cc2ccccc21 | 5% | 4% | 2%
O=C1OC(Nc2ccc(F)cc2F)c2ccccc21 (stereo not given) | -11% | 8% | 0%
CCOc1ccc(S(=O)(=O)Nc2ccccc2C(=O)N/N=C/c2c(OC)ccc3ccccc23)cc1 | 5% | -3% | -10%
CCOc1cccc(CNCc2ccc(C(=O)O)cc2)c1 | 0% | -1% | 17%
CN(C)S(=O)(=O)c1ccc(C(=O)NNC(=O)C2COc3ccccc3O2)cc1 (stereo not given) | -4% | 5% | -1%
CC(C)(C)N(Cc1ccccc1)C(=O)COC(=O)c1ccc(N2CCCC2=O)cc1 | . | 1% | 8%
CC(C)c1nc2sc3c(c2c(=O)o1)CCCC3 | 1% | 6% | -7%
O=C(Oc1cncc(Cl)c1)c1ccco1 | -5% | 2%[56.1 µM] | -2%
CCc1nccn1S(=O)(=O)c1ccc(OC)c(C)c1C | -7% | 2% | 4%
O=C(CN1C(=O)S/C(=C\c2cccs2)C1=O)Nc1ccc(O)c(C(=O)O)c1 | -11% | 10% | 4%
c1cn2c(Nc3ccc4c(c3)OCCO4)c(-c3ccc(N4CCOCC4)cc3)nc2cn1 | -7% | 10% | 0%
COc1ccc(NC(=O)Cn2c([N+](=O)[O-])cnc2C)cc1Cl | -8% | . | -3%
Cc1csc(=O)n1CCC(=O)OCC(=O)NNC(=O)c1ccccc1 | -5% | 0% | 4%
CC(C)(C)OC(=O)C[C@@H]1C/C=C\C[C@H](CC(=O)N(CCO)Cc2ccccc2)C(=O)NC[C@H](c2ccccc2)OC1=O | . | 0% | -9%
COC(=O)/C=C\CCc1coc(/C=C\CNC(=O)OC)n1 | -6%[12.8 µM] | 7%[21 µM] | .
COc1cc(NC(C)=O)ccc1-c1cc2ccccc2oc1=O | 9% | -6% | 2%
CC(=O)N1c2ccccc2CC1C(=O)N1CCN(c2ccccc2F)CC1 (stereo not given) | . | -1% | -1%
CN(Cc1ccon1)C(=O)CCc1nnc(CCCCc2ccccc2)o1 | 9% | 5% | 0%
COc1ccc(Cn2cnc3c(N)c(C)c(C)cc32)cc1 | -3% | 9% | -1%
